# PglD inh – PglD (C. jejuni) enzyme inhibition; inhibition, % at 12.5 µM; 360,000 compounds, 0.098% hits; purified PglD enzyme, DTNB colorimetric CoA detection; AID 602405; in the data active = inhibition above about 16%, passing the limit was not always enough; also: strong numbers were not always called active
# Statin myotox sup – suppressors of simvastatin-induced myotoxicity in C2C12 myotubes. ATP luminescence, 48 h; scaled: DMSO 0, geranylgeraniol control 100. rescue of ATP level, % at 7.49 µM. 330,000 compounds, 0.78% hits. AID 602340;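 active = mean ATP rescue above about 67%, or every replicate alone reaching that limit, limit read from the data, passing the limit was not always enough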;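 also: myotubes were challenged with 10 µM simvastatin during compound exposure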
# * marks the source's active call; other numbers are inactive results.
# Each structure is followed by: PglD inh	Statin myotox sup
COc1cccc(NS(=O)(=O)CC23CCC(CC2=O)C3(C)C)c1 (stereo unspecified)
→ 6	10
N/C(=N\OC(=O)c1ccc(Cl)cc1Cl)c1ccccc1
→ 1	7
Cc1ccc(Nc2nc3ccccc3[nH]2)nc1
→ -6	-6
CC(=O)c1ccccc1OCCOCCOc1ccccc1C(C)=O
→ 5	-1
COc1ccc(N2CCN(C(=O)C(CCSC)N=C3NS(=O)(=O)c4ccccc43)CC2)cc1 (stereo unspecified)
→ 4	6
O=C(CN1CCCCC1)Nc1ccccc1
→ -1	-9
COc1ccc(CCNC(=O)c2ccncc2)cc1OC
→ 8	-8
COc1ccc(OC)c(S(=O)(=O)Nc2ccc(CC(=O)O)cc2)c1
→ -3	3
Oc1ccccc1-c1n[nH]c(=S)n1Cc1ccco1
→ 2	-10
CN(C)C(/C=C/Nc1ccccc1F)=C(C#N)C#N
→ 2	8
C[n+]1cn(CC(O)COCc2ccccc2)c2ccccc21 (stereo unspecified)
→ -5	-18
Cc1cccc(CSc2nnc(-c3ccco3)n2C)c1
→ 2	-4
O=C(NCc1ccccc1)C1CCCN(S(=O)(=O)c2cccnc2)C1 (stereo unspecified)
→ 4	3
CCOC(=O)N1CCC(NC(=O)C2CCCN2C(=O)OCc2ccccc2)CC1 (stereo unspecified)
→ 6	5
CCCNC(=O)N1CCN(S(=O)(=O)c2ccc(C)cc2)CC1
→ -3	5
Cc1nnc(NC(=O)c2c(F)c(F)c(F)c(F)c2F)s1
→ 1	-2
COc1ccc(OC)c(S(=O)(=O)N2CCC(C(=O)Nc3cccc(C)c3C)CC2)c1
→ 3	-12
Cc1ccc(-n2nc3c(c2NC(=O)c2ccc(S(=O)(=O)N4CCOCC4)cc2)CSC3)c(C)c1
→ -5	35
COc1ccc2nc(NC(=O)CSc3nccc(C)n3)sc2c1
→ -2	-22
CCCC1Cc2c(sc3ncnc(N)c23)CO1 (stereo unspecified)
→ -1	11
Cc1cc(C)c(OCCCCn2cnc3ccccc3c2=O)c(C)c1
→ 1	7
O=C(NC1CCCCC1)C(c1ccncc1)N(Cc1ccc2c(c1)OCO2)C(=O)C(F)(F)F (stereo unspecified)
→ -1	-6
COc1ccccc1NC(=O)C(C)Sc1nnnn1C (stereo unspecified)
→ -2	4
CCCc1nc2ccccc2c(=O)n1/N=C/c1ccccc1O
→ 0	6
CC(C)CC(=O)Nc1ccccc1Oc1ccccc1
→ 3	3
Cn1c(=O)c2c(SCC(=O)c3ccccc3)nc(C3CC3)nc2n(C)c1=O
→ 3	3
CCOC(=O)c1nnc(-c2cccs2)nc1Oc1ccccc1C(=O)OC
→ -1	-3
S=C(NCCC(c1ccccc1)c1ccccc1)Nc1ccc(Cl)cc1
→ -1	-7
Cc1ccc2c(c1)cc(CN(Cc1cccs1)C(=O)c1ccco1)c1nnnn12
→ 1	-12
COCCn1cc(C(=O)NCCCN2CCC(C)CC2)c2c3ccccc3n(C)c2c1=O
→ 1	14
O=C(CSc1nc(-c2ccccc2)cs1)NCc1ccco1
→ 7	7
O=S(=O)(Nc1ccncc1)c1ccc(Cl)cc1
→ 0	-6
Cc1ccc(NC(=O)/C(=C\c2cccc([N+](=O)[O-])c2)NC(=O)c2cccs2)cc1
→ 3	19
CCN(CC(F)(F)C(F)F)S(=O)(=O)c1ccc(NC(=O)OC)cc1
→ 3	-22
CN(C)C(/C=C/Nc1ccc(C#N)cc1)=C(C#N)C#N
→ -2	-7
COc1cc(C2C(C#N)=C(N)Oc3c2oc(CO)cc3=O)cc(OC)c1OC (stereo unspecified)
→ 3	4
COc1cc(CO)cc(-c2cc(CO)cc(OC)c2OC)c1OC
→ -1	-6
COc1ccc(/C=C(\NC(=O)c2ccc(OC)c(OC)c2)C(=O)NCCc2c[nH]c3ccccc23)cc1
→ 0	23
C=CCn1c(-c2ccc(OC)cc2)csc1=Nc1c(C)n(C)n(-c2ccccc2)c1=O
→ 8	32
Nn1c(SCC(=O)N2CCCCC2)nnc1-c1ccncc1
→ 3	-6
Cc1ccc2c(c1)c(C)c(C)n2CC(O)CN1CCOCC1 (stereo unspecified)
→ 8	4
Cc1ccccc1NC(=O)c1cccc(S(=O)(=O)Oc2ccc([N+](=O)[O-])cc2)c1
→ -8	-3
CC(=NCc1ccco1)c1c(O)n(C2CCCCC2)c(=O)[nH]c1=O
→ -2	0
COC(=O)CC(=O)CSc1nc(C)cc(C)c1C#N
→ 6	5
COc1cc(S(=O)(=O)NCCN2CCOCC2)c(OC)cc1Cl
→ 6	-10
COc1ccccc1NC(=O)N(Cc1ccco1)Cc1cc2ccc(C)c(C)c2[nH]c1=O
→ 6	-23
COCCn1c(SCC(=O)NCCc2ccccc2)nnc1-c1ccco1
→ 3	-5
COc1ccc(C2(C(=O)NCc3ccco3)CCCC2)cc1OC
→ -8	3
CCOC(=O)C1=C(c2ccccc2)OC(N)=C(C#N)C1c1ccco1 (stereo unspecified)
→ -1	1
Cc1nc(C)c(C(=O)Nc2ccc(C)c(F)c2)o1
→ 5	-1
COc1ccc(NC(=O)C(NC(=O)c2ccccc2)C(C)C)cc1 (stereo unspecified)
→ 6	2
Cc1cc(NC(=O)c2cc(-c3cccc(Cl)c3)on2)no1
→ -2	-1
O=C(Nc1ccc2c(c1)OCO2)N1CCN(C(=O)C2CCCO2)CC1 (stereo unspecified)
→ -2	-4
COc1cc(C(=O)OCc2cc3ccccc3[nH]c2=O)cc(OC)c1OC
→ 4	-5
Cc1ccc(Cn2c(=O)n(Cc3ccco3)c(=O)c3ccccc32)cc1
→ 0	44
Cc1nc2ccc(S(=O)(=O)NCC(=O)NCCN3CCCCC3C)cc2s1 (stereo unspecified)
→ 0	11
O=C(NC1CCCc2ccccc21)c1cccc(S(=O)(=O)N2CCN(c3ccccc3)CC2)c1 (stereo unspecified)
→ 0	-6
Cc1cc(C)cc(NC(=O)CCN2CC(C)OC(C)C2)c1 (stereo unspecified)
→ 4	8
O=C(COC(=O)c1cccnc1)Nc1cccc(Cl)c1
→ -9	21
CCCc1c(C)c2c(C)[nH]nc2oc1=O
→ -2	2

# Other entries follow:
# Each structure is followed by: PglD inh	Statin myotox sup
CCCNS(=O)(=O)c1ccc(CCC(=O)N2CCC(C)CC2)cc1
→ 4	5
COC(=O)c1cccc(NC(=O)CN2CCN(Cc3ccccc3)CC2)c1
→ -2	1
Cc1cccnc1NC(=O)c1c(O)c2ccccc2n(C)c1=O
→ -4	8
COc1cccc(C(=O)O/N=C/c2ccc(Sc3ccc(C)cc3)nc2)c1
→ -5	-6
Cc1ccc(NC(=O)CCc2c(C)nc3ncnn3c2C)cc1
→ -3	-1
CCOC(=O)c1cc(NC(=O)CSc2nnc(CN3CCOCC3)n2C)ccc1Cl
→ 2	-1
O=C(CN1CCCN(Cc2ccc(F)cc2Cl)C1=O)NCc1ccccc1
→ 9	14
[N-]=[N+]=CC(=O)C(Cc1ccccc1)N1C(=O)c2ccccc2C1=O (stereo unspecified)
→ 5	-1
O=C(c1ccc2c(c1)OCCO2)C1CCN(C(=O)c2ccc(F)cc2)CC1
→ 10	-8
Cc1cccc2sc(NC(=O)CCNS(=O)(=O)c3cccc4nonc34)nc12
→ -1	2
COC(=O)Cn1c2[n+](c3ccccc31)CC(O)CS2 (stereo unspecified)
→ 3	17
CC1=CCC(C(=O)O)(C(=O)N/N=C/c2cccs2)C(c2ccc(F)cc2)C1 (stereo unspecified)
→ -3	5
COc1ccc(C2=Nn3c(nnc3C3CCCCC3)SC2)cc1OC
→ 6	9
CC(C)COc1ccc(CNC(=S)NCc2ccccc2)cc1
→ 4	-7
CCc1nnc(NC(=O)CN2CCN(c3ccccc3OC)CC2)s1
→ -4	-25
CC(C)(C)NC(=O)C(c1ccccc1F)N(Cc1ccco1)C(=O)c1csnn1 (stereo unspecified)
→ 4	5
O=S(=O)(Nc1cnc2ccccc2c1)N1CCCCCC1
→ 2	-5
COc1cccc(C(=O)NCC(=O)n2nc(C)cc2C)c1
→ -5	12
Cc1ccc(Oc2nn[nH]n2)cc1
→ 1	-6
CC1CC(=O)C2=C(C1)Nc1ccccc1N=C2 (stereo unspecified)
→ -17	8
Cc1ccccc1NC(=O)c1sc2nc3c(c(-c4ccco4)c2c1N)CCCC3
→ 9	5
C=CCN(c1ccccc1)S(=O)(=O)c1cccc(C(=O)O)c1
→ -7	-4
O=C(CC1C(=O)NCCN1Cc1cccc(C(F)(F)F)c1)NC1CCCCCC1 (stereo unspecified)
→ 3	2
c1cc2[nH]snc2c2nc(C3CC3)nc12
→ -2	-1
COc1ccccc1C(=O)Nc1cccc(N(C)S(C)(=O)=O)c1
→ -7	4
O=C(COc1ccc(F)cc1)Nc1ccc(-n2cnnn2)cc1
→ -11	-5
O=C(CSc1nc(Nc2ccccc2)nc(N2CCOCC2)n1)N1CCc2ccccc21
→ -3	-9
O=[N+]([O-])c1ccc(N2CCN(c3ccc(Cl)nn3)CC2)c(Cl)c1
→ -2	-9
C=CCSc1nnc(NC(=O)CSc2nc(CCC)cc(=O)[nH]2)s1
→ 5	4
Cc1ccc2nc(-c3ccccn3)oc2c1
→ 1	-13
Cc1ccc(-c2nc3ccccc3[nH]2)cc1NC(=S)NC(=O)c1ccccc1Br
→ -4	-31
CC1CCN(S(=O)(=O)c2ccc(Cl)s2)CC1
→ -2	-9
COc1ccc(C2C(C(=O)Nc3cc(C)on3)c3ccccc3C(=O)N2C)cc1OC (stereo unspecified)
→ -2	13
Cc1cc(N2C(=O)C3CC=CCC3C2=O)cc(C)c1Br (stereo unspecified)
→ 0	3
Cc1cccc(C(C)(C)C)c1OCCCCN1CCCC1
→ -1	-1
Cc1nc2cc(CO)ccc2s1
→ 2	23
O=C(Nc1ccccc1Cl)c1ccccc1Oc1ccc(C(F)(F)F)cc1[N+](=O)[O-]
→ 2	13
CC(C)(C)CC(=O)NC(=S)Nc1ccccc1C(F)(F)F
→ -2	-31
Cc1ccc(C23OC(=O)C(C)(C)C2OC(=O)C3(C)C)cc1 (stereo unspecified)
→ 1	-9
CCOC(=O)N1CCN(S(=O)(=O)c2ccc(Br)s2)CC1
→ 0	-5

# Five records drawn at random from those above, as already listed:
# Each structure is followed by: PglD inh	Statin myotox sup
O=C(Nc1ccccc1Cl)c1ccccc1Oc1ccc(C(F)(F)F)cc1[N+](=O)[O-]
→ 2	13
Cc1cccc(C(C)(C)C)c1OCCCCN1CCCC1
→ -1	-1
O=[N+]([O-])c1ccc(N2CCN(c3ccc(Cl)nn3)CC2)c(Cl)c1
→ -2	-9
Cc1cc(N2C(=O)C3CC=CCC3C2=O)cc(C)c1Br (stereo unspecified)
→ 0	3
O=C(CC1C(=O)NCCN1Cc1cccc(C(F)(F)F)c1)NC1CCCCCC1 (stereo unspecified)
→ 3	2

# (cont.)
# Each structure is followed by: PglD inh	Statin myotox sup
CCOC(=O)C(=CNc1ccccc1C)C(=O)OCC
→ -10	2
Cc1nn(Cc2cccc(C(=O)NC(C)c3ccc(C(C)(C)C)cc3)c2)c(C)c1[N+](=O)[O-] (stereo unspecified)
→ 0	-31
N=c1n(CCO)c2ccccc2n1CCOc1ccccc1
→ 3	-26
COCCNC(=O)CSc1nc2ccc(N3CCOCC3)cc2c(=O)n1Cc1ccc(OC)cc1
→ 2	-17
CCC(=O)Nc1ccc(C(=O)NNC(=O)c2cccs2)cc1
→ 5	-7
Cc1cc(C)nc(SCc2nnc(SCC(=O)Nc3ccc(C)c(C)c3)n2Cc2ccco2)n1
→ 11	-6
CC(=O)Nc1ccc(S(=O)(=O)NC2(C(F)(F)F)C(=O)Nc3c2c(=O)[nH]c(=O)n3C)cc1 (stereo unspecified)
→ -1	24
CCN(CC)c1ccc(NC(=O)c2[nH]c(C)c(C(C)=O)c2C)c(C)c1
→ -2	-17
CCOC(=O)Cc1nnc2c(Nc3ccccc3F)nc3nonc3n12
→ -5	-120
O=C(NCc1cccs1)c1cccc(S(=O)(=O)N2CCCCC2)c1
→ -4	8
CCOC(=O)c1cnn(-c2ncnc3sc(C)c(C)c23)c1N
→ -6	81*
O=C(NC1CCN(Cc2ccccc2)CC1)C1CCN(S(=O)(=O)c2cccc([N+](=O)[O-])c2)CC1
→ 2	7
CCC/C(O)=C1\C(=O)CC(C)(C)CC1=Nc1ccc(OC)cc1OC
→ -5	-58
CC(=O)c1cccc(NC(=O)CN2C(=O)NC3(CCCCCCC3)C2=O)c1
→ 3	-22
CCCCCC/C(C)=C1/SC(=S)NC1=O
→ 4	16
CC(NC(=O)C1CC2CCCC(C1)C2=O)c1ccccc1 (stereo unspecified)
→ -4	-5
CC1CCN(CCCNC(=O)c2cc3sccc3n2C)CC1
→ -3	18
CCCCn1c(CCC(=O)O)nc2c1c(=O)[nH]c(=O)n2CCC
→ -1	-3
CC(Oc1ccc(C(=O)NCCc2ccccc2)cc1)C(=O)O (stereo unspecified)
→ -5	-14
O=C(COC(=O)c1cc(S(=O)(=O)N2CCOCC2)ccc1O)NCC1CCCO1 (stereo unspecified)
→ -4	-4

# Nothing new here: an excerpt of the list.
# Each structure is followed by: PglD inh	Statin myotox sup
CC(Oc1ccc(C(=O)NCCc2ccccc2)cc1)C(=O)O (stereo unspecified)
→ -5	-14
O=C(COC(=O)c1cc(S(=O)(=O)N2CCOCC2)ccc1O)NCC1CCCO1 (stereo unspecified)
→ -4	-4

# The results go on:
# Each structure is followed by: PglD inh	Statin myotox sup
CCc1cccc(C)c1NC(=O)c1ccoc1C
→ 4	16
CC(C)CC(NC(=O)C(Cc1ccc(OCc2ccccc2)cc1)NC(=O)OC(C)(C)C)C(N)=O (stereo unspecified)
→ -6	-5
O=C(CSc1ccccc1)Nc1ccc(N2CCOCC2)cc1
→ 3	-3
O=C(NC(c1ccccc1)c1ccccc1)c1ccc(S(=O)(=O)C(F)F)cc1
→ 2	-38
CCCOP(=O)(OCCC)C(Nc1cccc(C(F)(F)F)c1)c1ccc(C)cc1 (stereo unspecified)
→ 1	8
c1ccc(-c2nnc(-c3ccncc3)o2)cc1
→ 2	-23
Cc1ccc(-n2c(SCC(N)=O)nc3c(c2=O)C2(CCCC2)Cc2ccccc2-3)cc1
→ 1	-6
Nc1ccc(-c2nc3c(Cl)c(N)ccc3[nH]2)cc1
→ 0	6

# High-throughput results as filed in PubChem.

# This is a subset; rates above refer to the full screens.
